MIN6 prolif: MIN6 beta-cell proliferation induction; MIN6 cells proliferation, ATPlite luminescence, 48 h; cells starved in 0.2% serum; 100% = growth in 10% serum; proliferation, % at 10 µM; 330,000 compounds, 0.29% hits; AID 2380;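 active means compounds whose signal lies at least 3.5 SD above the mean of all wells on their plate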;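 further: 0% = DMSO-treated cells in low-serum medium and 100% = 10% serum control; some compounds called inactive have numbers as strong as hits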
mIAP block: mouse IAP inhibition | purified mouse IAP, CDP-Star luminescence, 30 min | inhibition, % at 10 µM | 330,000 compounds, 0.2% hits | AID 2806;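 active means inhibition of at least 40% at 10 µM in the primary screen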;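 further: plate controls were DMSO with enzyme for no effect and no enzyme wells for full effect; values of inactives mirror those of a sister screen read the other way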
TIM10 inh: growth inhibitors of TIM10 yeast strain. S. cerevisiae TIM10 strain growth, BacTiter-Glo luminescence, 24 h. inhibition, % at 10 µM. 330,000 compounds, 1.4% hits. AID 463195;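 active means inhibition of 40% or more at the single tested concentration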;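 further: wild-type TIM10 isogenic control strain grown at permissive 25 °C; 0% = DMSO yeast wells and 100% = minimal medium wells without yeast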
APOBEC3G inh: APOBEC3G (human) deaminase inhibition. recombinant A3G, ssDNA deamination FAM/TAMRA fluorescence. inhibition, % at 20 µM. 330,000 compounds, 0.28% hits. AID 493012;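 active means inhibition of at least 40% at 20 µM, with no more than 30% in the related APOBEC3A deaminase screen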;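 further: plate controls were DMSO wells with A3G for no effect and wells lacking A3G enzyme for full effect; some compounds called inactive have numbers as strong as hits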
Target sequence (Q9HC16 whole entry, looked up): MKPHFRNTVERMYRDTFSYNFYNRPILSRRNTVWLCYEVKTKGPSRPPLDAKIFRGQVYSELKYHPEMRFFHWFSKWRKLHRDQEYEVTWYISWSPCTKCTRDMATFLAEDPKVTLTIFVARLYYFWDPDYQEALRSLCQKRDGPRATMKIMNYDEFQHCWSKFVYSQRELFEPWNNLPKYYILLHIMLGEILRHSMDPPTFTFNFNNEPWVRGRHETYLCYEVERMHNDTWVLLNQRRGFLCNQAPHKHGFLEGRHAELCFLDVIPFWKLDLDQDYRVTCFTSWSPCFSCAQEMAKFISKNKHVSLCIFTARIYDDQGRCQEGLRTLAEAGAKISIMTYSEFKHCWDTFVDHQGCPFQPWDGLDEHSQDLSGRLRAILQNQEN
hIAP inh: human IAP inhibition; P09923; 330,000 compounds, 0.12% hits; AID 2544; purified IAP, CDP-Star luminescence, 30 min; inhibition, % at 10 µM;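 active means inhibition reaching a set limit with compound at 10 µM in the primary screen, cut at about 35% in these data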;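 further: plate controls were DMSO wells with enzyme for no effect and no-enzyme buffer wells for full effect; values of inactives mirror those of a sister screen read the other way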
A3A deaminase: inhibitors of human APOBEC3A DNA deaminase; 330,000 compounds, 0.41% hits; recombinant A3A, FAM/TAMRA ssDNA deamination fluorescence; inhibition, % at 20 µM; P31941; AID 493011;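 active means at least 40% inhibition at 20 µM here, with at most 30% in a related deaminase screen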;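 further: plate controls were A3A with DMSO for no effect and wells lacking A3A enzyme for full effect; some results filed as inactive read as strong as hits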
Target sequence (P31941 whole entry, looked up): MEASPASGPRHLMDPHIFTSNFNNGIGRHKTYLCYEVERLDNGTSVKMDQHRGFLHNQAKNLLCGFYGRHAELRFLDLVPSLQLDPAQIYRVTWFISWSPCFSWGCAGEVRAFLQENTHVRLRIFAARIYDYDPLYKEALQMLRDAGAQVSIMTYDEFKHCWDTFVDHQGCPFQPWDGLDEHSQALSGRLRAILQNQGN
mIAP activ: increases mouse intestinal alkaline phosphatase activity | muIAP, CDP-Star luminescence, 30 min; hits give high values; 1 = vehicle-only enzyme signal, 0 = enzyme-free wells | activation factor at 10 µM | 330,000 compounds, 0.24% hits | AID 2805;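 active means activation factor of at least 2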; further: the source names both 10 and 20 µM as test concentration; values of inactives mirror those of a sister screen read the other way
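Assay system: mouse IAP enzyme; Reagent: CDP-Star chemiluminescent phosphatase substrate; Compound: DMSO-dissolved test compounds; Incubation: 30 min, room temperature; Technique: luminescence from enzymatic CDP-Star hydrolysis; Controls: DMSO-only wells and no-enzyme negative control.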
tim10-1 inh: tim10-1 yeast growth inhibition; S. cerevisiae tim10-1 ts strain growth, BacTiter-Glo, 24 h; 330,000 compounds, 2.2% hits; inhibition, % at 20 µM;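 active means inhibition of at least 40%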;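 further: mutant grown at 25 °C; 0% = DMSO wells with yeast and 100% = wells holding no yeast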
NALP3 yeast inh: NALP3 inhibition in yeast | Yeast reconstituted NLRP3/ASC/caspase-1, beta-gal luminescence, 24 h | inhibition, % at 10 µM | 330,000 compounds, 0.39% hits;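 active means inhibition of 50% or more; inactive means inhibition below 50%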;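 further: plate controls were induced DMSO wells for no effect and uninduced yeast grown without galactose for full effect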
Starred values were filed as active, the others as inactive.

SMILES | MIN6 prolif | mIAP block | TIM10 inh | APOBEC3G inh | hIAP inh | A3A deaminase | mIAP activ | tim10-1 inh | NALP3 yeast inh
CCCCn1c(N)c(N(CCC(C)C)C(=O)COC(=O)c2ccc(CC)cc2)c(=O)[nH]c1=O | 1 | -4 | 9 | -7 | -38 | -2 | 1 | 9 | 1
CCOC(=O)C1CCN(S(=O)(=O)CCNC(=O)c2ccccc2)CC1 | 2 | -3 | -10 | -3 | -20 | 0 | 1 | -9 | 10
CC(C)N(CC#CCC(O)(c1ccccc1)C1CCCC1)CCO (stereo not given) | 2 | 2 | 8 | -2 | 4 | -5 | 0.98 | 10 | 8
CCC(Oc1ccccc1)C(=O)Nc1ccc(S(=O)(=O)Nc2cc(C)on2)cc1 (stereo not given) | 1 | 8 | -3 | -3 | 1 | 0 | 0.92 | 5 | 14
Cc1nc2nc(-c3cccs3)[nH]c2cc1Br | -2 | 12 | 13 | -7 | 8 | -1 | 0.88 | -7 | 54*
COC(=O)CCNc1ccc2c(c1)OCCO2 | -1 | 4 | -3 | 3 | 20 | 4 | 0.96 | -8 | 15
CC(=O)N1CCc2cc(S(=O)(=O)CCC(=O)N3CCC(C)CC3)ccc21 | -5 | -4 | -3 | -6 | 13 | -1 | 1 | -6 | 7
CCCCN(C(=O)NC(=O)Nc1ccccc1OC)S(C)(=O)=O | -3 | -3 | 22 | -4 | -18 | -4 | 1 | 24 | -7
Cc1ccccc1NC(=O)c1ccc(COc2ccc3c(C)cc(=O)oc3c2)cc1 | 0 | 11 | -2 | -2 | 13 | 0 | 0.89 | 9 | 3
Cc1ccc(S(=O)(=O)N2CCN(S(=O)(=O)N3CCCCC3)CC2)cc1 | -2 | -5 | 6 | 0 | -6 | -1 | 1.1 | 14 | 7
COc1ccc(CSc2nnc(SCc3ccc([N+](=O)[O-])cc3)s2)cc1 | 0 | 15 | -9 | -4 | 3 | 4 | 0.85 | 14 | -6
CCNC(=O)N(CC)C[C@H]1N[C@@](CC)(C(=O)OC)[C@H]2C(=O)N(Cc3ccccc3)C(=O)[C@@H]12 | -3 | -4 | -8 | -6 | -1 | -1 | 1 | -8 | 18
O=C(NC(=S)Nc1nc(-c2ccc(Br)cc2)cs1)c1cccnc1 | 0 | 10 | -3 | -1 | 5 | 3 | 0.9 | 16 | 21
COCCN1C(=O)C(=O)/C(=C(/O)c2ccc(S(=O)(=O)N3CCOCC3)cc2)C1c1cccc(O)c1 (stereo not given) | 1 | 0 | 18 | -3 | -10 | 2 | 1 | -18 | -7
CCOC(=O)c1ccc(NC(=O)CN(c2ccc(C)cc2)S(=O)(=O)c2c(C)n[nH]c2C)cc1 | -1 | -5 | 4 | -9 | -32 | -7 | 1.1 | 3 | 29
COc1ccc(N2CCN(C(=O)CNC(=O)Cn3cnc4sc(C)c(C)c4c3=O)CC2)cc1 | -3 | 1 | 1 | -3 | -16 | -5 | 0.99 | -8 | 7
C/C(=N\NC(=O)Cc1c(C)[nH][nH]c1=O)c1ccc(Cl)c(Cl)c1 | 1 | 9 | 1 | 0 | -11 | 6 | 0.91 | 0 | -2
CCN1CCN(C(=O)CN2C(=O)c3cccc4cccc2c34)CC1 | -2 | 3 | 5 | -5 | -3 | -4 | 0.97 | 6 | 8
CCn1cc(C(=O)NCCC(C)C)c(=O)c2cc(F)c(N3CCN(C(=O)c4ccco4)CC3)cc21 | -6 | 0 | -27 | -7 | -7 | -5 | 1 | 19 | 11
O=C(COc1ccc([N+](=O)[O-])cc1Cl)NCCN1C(=O)CSC1=O | 3 | -7 | 2 | -6 | 3 | -1 | 1.1 | -7 | 5
COc1ccccc1Nc1nc(N)nc(CN(C)C2CCCCC2)n1 | 1 | 4 | 8 | -3 | -7 | -2 | 0.95 | 7 | 4
Cc1ccc(NS(=O)(=O)c2ccc(Cl)s2)cc1S(=O)(=O)N(C)C | 0 | -4 | -16 | -6 | -5 | -1 | 1 | 17 | 0
CC/C(C)=C1\SC(N2CCOCC2)=NC1=O | 2 | 3 | -10 | -3 | 3 | 3 | 0.97 | -13 | 9
COc1ccc(NC(=S)Nc2cccc3cnccc23)cc1 | -4 | -1 | 14 | 5 | -5 | 0 | 1 | -7 | 25
O=C(COc1ccccc1Br)NCCC1=CCCCC1 | -1 | -8 | 11 | -5 | 6 | -1 | 1.1 | 17 | 13

Looked up by structure from the entries so far:
SMILES | MIN6 prolif | mIAP block | TIM10 inh | APOBEC3G inh | hIAP inh | A3A deaminase | mIAP activ | tim10-1 inh | NALP3 yeast inh
Cc1ccc(S(=O)(=O)N2CCN(S(=O)(=O)N3CCCCC3)CC2)cc1 | -2 | -5 | 6 | 0 | -6 | -1 | 1.1 | 14 | 7
CCNC(=O)N(CC)C[C@H]1N[C@@](CC)(C(=O)OC)[C@H]2C(=O)N(Cc3ccccc3)C(=O)[C@@H]12 | -3 | -4 | -8 | -6 | -1 | -1 | 1 | -8 | 18
Cc1nc2nc(-c3cccs3)[nH]c2cc1Br | -2 | 12 | 13 | -7 | 8 | -1 | 0.88 | -7 | 54*
CCCCn1c(N)c(N(CCC(C)C)C(=O)COC(=O)c2ccc(CC)cc2)c(=O)[nH]c1=O | 1 | -4 | 9 | -7 | -38 | -2 | 1 | 9 | 1

Next section
SMILES | MIN6 prolif | mIAP block | TIM10 inh | APOBEC3G inh | hIAP inh | A3A deaminase | mIAP activ | tim10-1 inh | NALP3 yeast inh
CCNC(=O)COc1ccc(Br)cc1Cl | -2 | 2 | 0 | -2 | 0 | 3 | 0.98 | 10 | 7
Cc1ccc(NC(=O)CC2CCCC2)c(Br)c1 | -2 | 5 | 9 | -5 | 3 | -4 | 0.95 | 7 | 24
CC(=O)Nc1ccc(S(=O)(=O)Nc2nc3ccccc3nc2Nc2ccc(O)cc2)cc1 | -1 | 9 | 3 | -5 | 10 | 6 | 0.91 | 6 | -2
COc1ccc(CN2C(=O)CSC2c2ccncc2)cc1 (stereo not given) | -3 | 8 | 14 | 1 | 3 | 0 | 0.92 | 0 | 19
Cc1ccc(-n2c(=S)sc3c(=O)n(-c4ccccc4C)c(SCC(=O)O)nc32)cc1C | -3 | 1 | 8 | -8 | -2 | -4 | 0.99 | 20 | 7
CCOc1ccc(S(=O)(=O)NCc2ccccn2)cc1 | -2 | 6 | 19 | -5 | -2 | -3 | 0.94 | 21 | -1
COc1ccc(NC(=O)c2cc(-c3ccccc3)nc3c2cnn3C(C)C)cc1 | -2 | 12 | 2 | -6 | 10 | 2 | 0.88 | 4 | 14
CC(=O)c1ccc(NC(=S)Nc2cccc(S(=O)(=O)Nc3c(C)n(C)n(-c4ccccc4)c3=O)c2)cc1 | 3 | 2 | -6 | -4 | 5 | 2 | 0.98 | 9 | 0
S=C1SCN(Cc2cccnc2)CN1Cc1cccnc1 | -2 | 1 | 0 | -2 | 12 | -1 | 0.99 | -44 | 57*
CC(/C=N/NC(=O)c1cc(-c2cccnc2)nc2c1c(C)nn2-c1ccccc1)=C\c1ccccc1 | -4 | 4 | 14 | -4 | 8 | 2 | 0.96 | 13 | 6
CCOc1ccc(C(=O)NCC(=O)N2CCN(Cc3ccccc3)CC2)cc1 | -3 | 3 | 6 | 2 | 11 | 1 | 0.97 | 14 | 20
O=C(c1ccc(S(=O)(=O)Cc2cc(F)ccc2F)c([N+](=O)[O-])c1)N1CCCCC1 | -4 | 4 | 20 | 3 | -20 | 2 | 0.96 | 44* | 25
COCCn1c(SCC(=O)Nc2cc(C)cc(C)c2)nnc1C(C)C | 1 | 12 | -7 | 1 | -12 | 4 | 0.88 | 12 | 5
O=C(N/C=C\c1ccccc1)NCc1ccc(Cl)cc1 | -4 | -64 | -3 | -7 | -19 | -4 | 1.6 | 13 | 20
CCc1nc(SCC(=O)N2CC(=O)Nc3ccccc32)c2c(C)c(C)sc2n1 | -3 | -33 | 7 | -4 | 9 | -3 | 1.3 | 8 | 13
O=C(c1ccc2c(=O)n(Cc3ccc4c(c3)OCO4)c(=S)[nH]c2c1)N1CCCCC1 | -3 | 4 | -16 | -7 | 2 | -3 | 0.95 | 5 | 8
COc1ccc(CN2C(=O)C(CC(C)C)Nc3ncnc(N4CCCCC4)c32)cc1 (stereo not given) | 2 | -2 | 30 | -2 | 0 | -2 | 1 | 31 | 5
Cc1ccc(CS(=O)(=O)c2ccc(C(=O)N3CCCCC3)cc2[N+](=O)[O-])cc1 | -1 | 1 | 19 | -4 | -7 | 2 | 0.99 | 24 | 24
O=C(CO/N=C/c1ccc(OC(F)F)cc1)NC1CCCCC1 | -2 | -10 | 14 | -10 | -6 | 0 | 1.1 | 21 | -62
Cc1noc(NS(=O)(=O)c2ccc(NC(=O)CSc3nc4c(cc3C#N)CCC4)cc2)c1C | -3 | -13 | 4 | -8 | 4 | -1 | 1.1 | 0 | 1
COc1ccc(NC(=O)CSc2nc3nc(C)cc(C)c3c(=O)[nH]2)cc1 | 8 | 1 | -6 | -8 | 18 | -5 | 0.99 | 14 | 8
Fc1ccccc1NC(=S)N1CCN(Cc2ccccc2)CC1 | -4 | 8 | 5 | -10 | 2 | -3 | 0.92 | -1 | 15
CCOC(=O)c1cnc2c(-c3ccccc3)c(-c3ccccc3)nn2c1C | -6 | 4 | -2 | -6 | 4 | -3 | 0.96 | 31 | 15
O=C(CCC(=O)N(CC(=O)NC1CCCCC1)Cc1ccco1)Nc1nccs1 | -1 | -1 | -11 | -7 | -1 | -6 | 1 | 0 | 11
COc1ccc(-c2cc(C(=O)NCCN3CCOCC3)no2)cc1OC | 0 | 0 | 7 | -5 | 11 | -3 | 0.99 | -14 | 2
O=C1CC(c2ccccc2)c2ccc(O)cc2O1 (stereo not given) | 0 | 5 | 4 | -4 | -10 | -5 | 0.95 | 8 | 6
Cc1cc(C)n(/C(=C\N(C)C)C(=O)c2ccc(Cl)cc2)n1 | -3 | -1 | 11 | -6 | 3 | -1 | 1 | 12 | 30
O=C(NCc1ccccc1Cl)C1CCCN(c2ncnc3c2nc2n3CCCCC2)C1 (stereo not given) | 4 | -4 | 15 | -8 | -48 | -5 | 1 | 29 | 7
O=C(Cc1c(F)cccc1Cl)Nc1cc(S(=O)(=O)N2CCOCC2)ccc1N1CCOCC1 | 0 | 6 | 4 | -8 | 11 | 4 | 0.94 | 11 | -4
Cc1nn(-c2cc(N(S(C)(=O)=O)S(C)(=O)=O)c(Cl)cc2Cl)c(=O)n1C | 4 | 0 | 10 | -9 | 9 | 0 | 1 | 2 | 18

Part of the list above, comma-delimited:
canonical_smiles,MIN6 prolif,mIAP block,TIM10 inh,APOBEC3G inh,hIAP inh,A3A deaminase,mIAP activ,tim10-1 inh,NALP3 yeast inh
COc1ccc(CN2C(=O)CSC2c2ccncc2)cc1 (stereo not given),-3,8,14,1,3,0,0.92,0,19
O=C(N/C=C\c1ccccc1)NCc1ccc(Cl)cc1,-4,-64,-3,-7,-19,-4,1.6,13,20
Cc1cc(C)n(/C(=C\N(C)C)C(=O)c2ccc(Cl)cc2)n1,-3,-1,11,-6,3,-1,1,12,30
CCc1nc(SCC(=O)N2CC(=O)Nc3ccccc32)c2c(C)c(C)sc2n1,-3,-33,7,-4,9,-3,1.3,8,13

Screening data (PubChem BioAssay)
